BL2 CD40 inh = CD40 pathway inhibition in BL2 cells; inhibition, % at 10 µM; actives 0.94% (n = 83,000); BL2 NF-kB luciferase reporter, CD40L-induced, 4 h;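 active means mean inhibition of at least 50% with a set share of replicates also reaching that level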;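 further: 0% = neutral control wells and 100% = IKK inhibitor VII at 50 µM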
The depositor's hits bear a star; & = joins results of further samples; [ ] = remark or other dose.

BL2 CD40 inh | molecule
-4.8 | Cc1ccc(CNC(=O)Cc2noc3ccccc23)cc1
-4.4[25 µM] | C[C@@H]1CN([C@H](C)CO)C(=O)CCCn2cc(nn2)CO[C@H]1CN(C)S(=O)(=O)c1cn(C)cn1
-7.0 | CC(C)N1CC(C(=O)Nc2nc3ccccc3s2)CC1=O (stereo unspecified)
-17.3 | CC(=O)N1CCC2(CC1)C/C(=N\NC(=S)Nc1ccc(C)cc1)c1cc(O)ccc1O2
-4.4[25 µM] | N#C[C@H]1[C@H](c2ccc(C3=CCCCC3)cc2)[C@@H](CO)N1S(=O)(=O)c1ccccc1
-0.7 | O=C(O)C1CC=CCC1C(=O)N1CCN(c2nc(-c3ccccc3)c3ccccc3n2)CC1 (stereo unspecified)
-7.8[25 µM] | CC(=O)N1CCN(C)CC1
-6.3 | Cc1ccc(CSCC(=O)N(C)CC(=O)Nc2c(Cl)cccc2Cl)cc1
-7.1 | CC(OC(=O)C1CCN(S(=O)(=O)c2ccc(F)cc2)CC1)C(=O)NC1CCCCC1C (stereo unspecified)
3.3 | Cc1ccc(OCC(=O)Nc2cc(S(=O)(=O)N3CCOCC3)ccc2N2CCCC2)cc1
4.2[25 µM] | COc1ccccc1-c1cccc(-c2nc(C(=O)NCc3ccncc3)cc3c2[C@H](CCO)N([S@@](=O)C(C)(C)C)C3)c1
9.6 | C/C=C/c1ccc([C@H]2[C@@H](CNC(=O)C3CC3)N(C(=O)NCCC)[C@H]2CO)cc1
-67.8 | O=C(NCc1ccco1)c1cc(-c2ccc3c(c2)OCO3)on1
-16.5[25 µM] | C[C@@H]1CN([C@H](C)CO)C(=O)c2cc(NS(=O)(=O)c3cn(C)cn3)ccc2O[C@@H](C)CCCCO[C@@H]1CN(C)Cc1ccc2c(c1)OCO2
-6.0 | Cn1cc(-c2csc(C(O)c3ccc(F)cc3)n2)cn1 (stereo unspecified)
9.0 | Cn1c(Cl)nc2c1c(=O)n(Cc1cccc(Br)c1)c(=O)n2C
-10.6 | Cc1ccc(SCC(=O)N=C2NC(=O)CS2)cc1
-2.5[25 µM] | CCCNC(=O)NC[C@H]1[C@@H](c2ccc(C3=CCCC3)cc2)[C@@H](CO)N1C(=O)CC
10.2 | Cc1ccc(C(=O)COc2cc(C)nc3nncn23)cc1
3.7 | COC1=CC(=O)OC(C)(c2ccccc2)C1 (stereo unspecified)
8.9 | CC(O)CCc1ccc(O)cc1 (stereo unspecified)
-6.8[25 µM] | COC(=O)C[C@H]1C[C@@H]2c3cc(NC(=O)c4ccc5c(c4)OCO5)ccc3O[C@@H]2[C@@H](CO)O1
-73.2 | Cc1cccc(-n2cnc(C(=O)NC3CCCCCC3)c2)n1
11.7[25 µM] | COc1ccc(-c2ccc([C@H]3[C@H](CO)N4CCCCN(C(=O)c5ccc(F)cc5)C[C@@H]34)cc2)cc1
3.0 | Cc1ccc(C)c(C(=O)CCC(=O)O)c1
-8.4 | O=c1c2ccccc2c2ccccc2c(=O)n1Nc1ccccc1
1.0&-28.1[25 µM] | Fc1ccc(CN2[C@@H]3CNC[C@H]2C3c2ccc(-c3ccccc3)cc2)cc1 (stereo partly specified)
7.2 | Cc1noc(C)c1S(=O)(=O)N1CCC(C(=O)Nc2ccccn2)CC1
5.2 | CCC(C)c1ccc(NC(=S)NCc2ccccc2OC)cc1 (stereo unspecified)
8.5 | O=S(=O)(c1ccccc1)c1cnc(-c2cccnc2)nc1-c1ccccc1
-3.9 | COCC#Cc1ccc([C@@H]2[C@@H](CO)N3C(=O)CN(C(=O)C4CCCC4)C[C@H]23)cc1
-9.2[25 µM] | Cc1cccc(-c2ccc(C3[C@@H]4CN(C(=O)Cc5ccncc5)C[C@H]3N4)cc2)c1 (stereo partly specified)
9.3 | Cc1nn(C(C)(C)C)c(OC(=O)C2CCCC2)c1S(=O)(=O)c1ccccc1
7.7 | CN(Cc1nc(-c2cccnc2)no1)S(=O)(=O)c1ccc2ccccc2c1
1.8[25 µM] | CN1C(=O)c2cc(NS(C)(=O)=O)ccc2OC[C@H]2O[C@H](CC(=O)NCc3ccccc3)CC[C@H]21
8.6 | O=C(Nc1nnc(Cc2ccc(Cl)cc2)s1)c1ccncc1
-63.5 | COc1cc2c(cc1OC)CN(c1nc(-c3cccnc3)nc3ccccc13)CC2
-0.9[25 µM] | COCCNC(=O)[C@@H]1[C@@H](CO)[C@@H]2Cn3c(ccc(-c4ccccc4F)c3=O)[C@@H]2N1C(=O)C1CCC1
4.7&0.8 | CN(C)C(=O)c1cccc(-c2ccc(C3[C@H]4CNC[C@@H]3N4C(=O)NC3CCCC3)cc2)c1 (stereo partly specified)
13.5 | Cc1ccc2c(=O)oc(N(C)C)nc2c1
11.9 | CCCNC(=O)Cc1c(OC)ccc2cc(Br)ccc12
9.6 | Cc1ccc(NC(=O)CCC(=O)c2cc(C)sc2C)nc1
13.6 | COc1cccc(C(=O)N2CCN(C3CCN(Cc4ccccc4)CC3)CC2)c1
1.0 | O=C(COC(=O)CCSc1ccccc1)NCc1ccccc1
-15.4[25 µM] | CCCNC(=O)[C@@H]1[C@@H](CO)[C@@H]2Cn3c(ccc(-c4ccc(F)cc4)c3=O)[C@@H]2N1CC1CC1
-10.6 | Cn1cccc1/C=N/NC(=O)C(O)c1ccccc1 (stereo unspecified)
8.2 | Cc1cc(OCC(=O)Nn2cnnc2)ccc1Br
-10.2[25 µM] | CCc1nc(N2[C@@H](C#N)[C@H](c3ccccc3-c3ccc(F)cc3)[C@@H]2CO)sc1C
-14.1[25 µM] | CN(C)C(=O)c1ccc(-c2ccc([C@@H]3[C@H](C#N)N(C(=O)Cc4ccccn4)[C@H]3CO)cc2)cc1
71.2* | CNC(=S)NN=C(C)CCCC(C)=NNC(=S)NC
-0.8 | COc1ccccc1C=Cc1ccnc2ccccc12
1.8 | CN(C)c1ccc(S(=O)(=O)N2CCC(Cc3ccccc3)CC2)cn1
-29.4 | O=C(NCc1ccc2c(c1)OCO2)c1ccc2c(c1)OCCO2
1.9 | O=S(=O)(c1ccc2ccccc2c1)N1CCN(S(=O)(=O)N2CCOCC2)CC1
-10.9 | O=c1cc(CN2CCN(c3cccc(Cl)c3)CC2)c2cc(O)c(-c3ccccc3)cc2o1
-11.4 | NC(N)=N/N=C/c1ccccc1
4.7 | C#CCOc1ccccc1C(N)=O
1.9 | CC1(C)Cc2cccc(OCC(=O)OCc3nnc(-c4ccccc4)o3)c2O1
26.3[25 µM] | COc1cccc(S(=O)(=O)N2CCCCN3[C@H](CO)[C@H](c4ccc(C#CCC(C)C)cc4)[C@H]3C2)c1
-19.8 | c1ccc(CCNc2nnnn2-c2ccccc2)cc1

Next structures follow.
BL2 CD40 inh | molecule
31.2[25 µM] | CCc1cc2c(c(CC)n1)CCC(=O)N2Cc1ccc(-c2ccccc2-c2nn[nH]n2)cc1
3.5 | CC(NC(=O)c1cccs1)C(=O)NC1=NCCS1 (stereo unspecified)
3.4 | COc1ccc(N2C(N)=NC(N)=NC2(C)C)cc1
16.0 | c1csc(-c2ncc3ccccn23)c1
-15.6 | O=C(CN1CCCN(S(=O)(=O)c2ccc(F)cc2)CC1)Nc1cccc(F)c1
9.0 | CC(=O)Nc1sc2c(c1C(c1cccs1)N1CCOCC1)CCCC2 (stereo unspecified)
7.1 | CCOC(=O)N1CCN(C(=O)c2cc(-c3ccncc3)nc3ccccc23)CC1
-2.7[25 µM] | O=C(C[C@@H]1CC[C@H]2[C@@H](COC[C@H](O)CN2C(=O)c2ccncc2)O1)NCc1cc(F)cc(F)c1
67.1* | COC(=O)c1ccc(CSc2nnc3c(Cl)cc(Cl)cn23)o1
-52.7 | COc1ccccc1OCCNC(=O)c1ccc2c(c1)CCC2
-10.0[25 µM] | C[C@H](CO)N1C[C@H](C)[C@H](CN(C)C(=O)Nc2ccc(N3CCCCC3)cc2)OCc2cn(nn2)CCCC1=O
6.9 | CO/N=C\CC(=O)Nc1ccc(F)cc1
-2.1 | C[C@@H]1CN([C@@H](C)CO)C(=O)CCCn2nncc2CO[C@@H]1CN(C)C(=O)C1CC1
-16.9 | O=C(CN1CCOCC1)Nc1ccc(OCc2ccccc2)cc1
4.9 | CN(Cc1cccs1)C(=O)COc1cccc2c1OC(C)(C)C2
8.7 | CCOc1ccc(OCC(=O)N2CCC3(CC2)CC(=O)c2ccccc2O3)cc1
-1.3 | CC(=O)N1[C@H](CNC(=O)CN(C)C)[C@@H](c2ccc(C3=CCCC3)cc2)[C@@H]1CO
5.4 | NNC(=O)CNC(=O)c1cccc(Br)c1
-22.8 | Cc1cccc(C(=O)OCC(=O)NCC(C)C)c1O
7.2 | CCOc1cc(N2CCOCC2)c(OCC)cc1NC(=O)CN1C(=O)NC(C)(C2CC2)C1=O (stereo unspecified)
-0.6 | COc1ccc(C2C(C(=O)O)CC(=O)N2C2CCCCC2)cc1 (stereo unspecified)
-4.7[25 µM] | CC(=O)N1[C@@H]2c3ccc(-c4ccccc4)c(=O)n3C[C@H]1[C@H](CO)[C@H]2C(=O)NC1Cc2ccccc2C1
3.4[25 µM] | C[C@H](CO)N1C[C@H](C)[C@@H](CN(C)C(=O)Nc2ccnc(N3CCOCC3)c2)OCc2cnnn2CCCC1=O
-9.3 | CCOC(=O)CC1Sc2ccccc2NC1=O (stereo unspecified)
57.5* | CC(=O)c1ccc(NC(=O)c2noc3c2CCC3)cc1
-3.4 | CC(C)(O)CNC(=O)Nc1ccc(Cl)c(Cl)c1
-6.1[25 µM] | CO[C@H]1CN(C)C(=O)c2cc(NS(C)(=O)=O)ccc2OC[C@H](C)N(Cc2cncnc2)C[C@H]1C
-0.6 | Cc1cc(C)c2nc(SC(C)C#N)cc(C)c2c1 (stereo unspecified)
-32.6 | CC(=O)N(CCOc1ccccc1)CCOc1ccccc1
2.1 | O=C(Nc1cc(F)ccc1F)N[C@H]1CC[C@H](CCn2cc(C3CCCC3)nn2)O[C@H]1CO
20.1 | COc1cc(NC(=O)c2cccc3c(-c4cnn(C)c4)coc23)cc(OC)c1OC
40.0* | Cc1ccccc1S(=O)(=O)N1[C@H](C#N)[C@H](c2ccc(C#CC3CCCC3)cc2)[C@H]1CO
-3.8[25 µM] | COCCNC(=O)C[C@@H]1CC[C@H]2[C@H](COc3ccc(NC(=O)Nc4cccc(F)c4)cc3C(=O)N2C)O1
4.5 | CC(C)(NC(=O)N1CCOCC1)c1cccc(C(C)(C)NC(=O)N2CCOCC2)c1
2.7 | O=C(OCc1nnc(-c2ccccc2)o1)C1CCN(S(=O)(=O)c2cccs2)CC1
-33.2 | O=C(NC1CCCCCC1)c1cccc(N2CCCC2=O)c1
7.0 | CS(=O)(=O)N(Cc1ccccc1)c1ccc(C(=O)NCC2CCCO2)cc1 (stereo unspecified)
-0.6 | Cc1ccccc1C(=O)Nc1ccnn1C1CCN(C2CCSCC2)CC1
10.3 | CN1CCN(Cc2nc3cc(NC(=O)COc4ccc([N+](=O)[O-])cc4)ccc3n2C)CC1
18.0 | COC(=O)C1C(c2ccccc2)C(C(=O)OCc2ccco2)C1c1ccccc1 (stereo unspecified)
-0.7 | O=C(c1cnccn1)N1CC(=O)N2[C@@H](CO)[C@H](c3ccc(C#CC4CCCC4)cc3)[C@@H]2C1
6.3 | O=C(O)CCc1ccc(-c2cccs2)n1NC(=O)c1cccs1
22.3 | O=C(NCCCn1ccnc1)c1cc2c(s1)CCCC2
0.0 | Cc1ccc(C)c(NC(=O)C(OC(=O)c2ccc(CO)cc2)c2ccccc2)c1 (stereo unspecified)
10.3 | COc1ccc(-c2nnc(SCC(=O)Nc3c(Cl)cc(Cl)cc3C(=O)O)o2)cc1
-7.2[25 µM] | C/C=C/c1ccc2c(c1)O[C@@H](CN(C)C(=O)Nc1cccc(F)c1)[C@@H](C)CN([C@@H](C)CO)S2(=O)=O
34.4[25 µM] | C[C@H](CO)N1C[C@H](C)[C@@H](CN(C)C(=O)Nc2cccc(Cl)c2Cl)OCc2ccccc2-c2c(n(C)c3ccccc23)C1=O
-14.9[25 µM] | O=C(C[C@@H]1CC[C@H]2[C@@H](COC[C@@H](O)CN2C(=O)Nc2ccc(F)cc2)O1)NC1CCC1
7.5 | CN1C(=O)c2cc(NC(=O)C3CC3)ccc2OC[C@H]2O[C@@H](CC(=O)O)CC[C@@H]21
-3.6 | COCCN1CCC(CNCc2cn[nH]c2-c2ccc(C)c(C)c2)C1 (stereo unspecified)
13.7 | CC(C)(C)N1CC(c2nc3ccccc3n2Cc2ccccc2)CC1=O (stereo unspecified)
-26.0 | CC(=O)c1cccc(OCC(=O)NC2CCCCCC2)c1
-1.6 | COc1ccc(S(=O)(=O)N(C)C2(C)CCS(=O)(=O)C2)cc1OC (stereo unspecified)
6.5 | Cc1ccn2cc(CC(=O)O)nc2c1
-88.6 | O=C(N=Nc1c(O)[nH]c2ccc(Br)cc12)c1ccco1
-0.6 | CN(C)S(=O)(=O)N1CCCC(C(=O)c2ccc(-c3ccccc3)cc2)C1 (stereo unspecified)
18.5 | COc1ccc(NC(=O)c2cccc(S(=O)(=O)N3CCCCCC3)c2)cc1

Some of the compounds tested; the hit share may differ from the screen's.
